Ecoli viability – reduces bacterial viability in AddAB counter-screen; E. coli V3065 growth, OD600 absorbance, 18 h; inhibition, % at 11.9 µM; hit rate 0.27% among 330,000; AID 449728;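 active = inhibition above the campaign's mean inhibition across all tested compounds plus 3 SD, cut at about 9.9% in these data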;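 note: uninfected addAB+ strain grown without phage in ampicillin broth; 0% = DMSO wells and 100% = ciprofloxacin 0.95 µg/ml wells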
Tat transport – blocks Tat-dependent protein export in E. coli | E. coli MC4100 TorA-mCherry Tat export, fluorescence | inhibition, % at 10 µM | hit rate 0.036% among 340,000 | AID 488895;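 active = mean replicate inhibition at least 50% and at least half of replicates individually reaching 50%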;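 note: exported cargo escapes ClpAP degradation while cytoplasmic cargo is degraded and loses fluorescence; 0% = median of neutral control wells and 100% = median of NaSCN control wells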
MITF act – MITF TRPM1 promoter activation in melanoma cells; hit rate 0.75% among 300,000; SK-MEL-5 TRPM1-promoter luciferase, 24 h; % of positive control, neutral wells = 0; activation, % at 12.5 µM;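 active = mean activation of at least 80% with every replicate also reaching 80%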;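 note: 0% = neutral control wells and 100% = parthenolide positive control wells; values of inactives mirror those of a sister screen read the other way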
CAL PDZ FP-1 – blocks peptide binding to human CAL PDZ domain; Q9HD26; purified CAL PDZ, TMR-peptide fluorescence polarization, 1 h; inhibition, % at 20 µM; hit rate 0.02% among 330,000; AID 504414;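 active = highest replicate inhibition of at least 40%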;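 note: plate controls were DMSO neutral control wells for no effect and unlabeled competitor peptide control wells for full effect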
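System: purified tagged CAL PDZ domain construct (CerCALP). Schedule: 1 h incubation at room temperature before polarization reading. Medium: 25 mM sodium phosphate pH 7.4, 150 mM NaCl, TCEP, IgG, Thesit. Read-out: percent inhibition from loss of millipolarization. Measured by: FP readout, S and P plane fluorescence. Probe or stimulus: fluorescent TMR peptide probe.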
Wnt bcat act – activators of Wnt/beta-catenin signaling; hit rate 1.2% among 300,000; activation, % at 9.35 µM; AID 743398; Wnt/beta-catenin reporter cell assay, activator, plate reader; in the data active = activation above about 30%, passing the limit was not always enough;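 note: 0% = neutral control wells and 100% = positive control wells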
phage Ecoli inh – E. coli growth loss with phage present | inhibition, % at 11.9 µM | growth absorbance | AID 651602 | hit rate 0.26% among 360,000; in the data active = inhibition above about 11%
SR-BI DiI inh – mouse SR-BI HDL lipid transfer inhibition | hit rate 0.96% among 320,000 | ldlA[mSR-BI] CHO cells, DiI-HDL uptake fluorescence, 3 h | Q61009 | inhibition, % at 12.5 µM;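 active = mean replicate inhibition of at least 70% and a set share of replicates each scoring 70 or more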;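 note: 0% = median of neutral control wells and 100% = median of positive control wells; values of inactives mirror those of a sister screen read the other way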
Target sequence (Q61009 whole entry, looked up): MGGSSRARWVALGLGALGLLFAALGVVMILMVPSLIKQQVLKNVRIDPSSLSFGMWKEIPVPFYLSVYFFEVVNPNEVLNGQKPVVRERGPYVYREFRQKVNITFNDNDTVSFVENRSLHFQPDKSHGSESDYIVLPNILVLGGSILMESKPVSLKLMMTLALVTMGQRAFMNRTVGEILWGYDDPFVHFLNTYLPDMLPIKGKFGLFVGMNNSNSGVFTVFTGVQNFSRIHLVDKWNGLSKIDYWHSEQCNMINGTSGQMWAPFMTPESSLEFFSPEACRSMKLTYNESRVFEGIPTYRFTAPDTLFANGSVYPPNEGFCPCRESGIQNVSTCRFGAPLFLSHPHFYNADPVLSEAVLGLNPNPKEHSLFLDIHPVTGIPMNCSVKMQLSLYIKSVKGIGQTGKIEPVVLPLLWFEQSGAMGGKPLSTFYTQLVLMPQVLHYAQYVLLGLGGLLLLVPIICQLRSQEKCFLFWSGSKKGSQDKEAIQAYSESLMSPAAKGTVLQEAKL
CAL PDZ FP-2 – CAL PDZ (human) peptide binding inhibition | Q9HD26 | purified CAL PDZ, TMR-peptide fluorescence polarization, 1 h | inhibition, % at 24.9 µM | hit rate 0.92% among 300,000 | AID 602252;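 active = mean inhibition of at least 30% with at least half of replicates also reaching 30%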;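 note: 0% = DMSO neutral control and 100% = excess unlabeled competitor peptide PRC23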
SR-BI uptake up – enhances SR-BI lipid uptake from DiI-HDL | CHO ldlA[mSR-BI] cells, DiI-HDL uptake fluorescence, 3 h; 100 = double the neutral-control signal | activation, % at 12.5 µM | hit rate 0.096% among 320,000 | AID 504775;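 active = mean replicate activation of at least 60% and every replicate at or above 60%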;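 note: 0% = median plate neutral-control signal and 100% = twice that signal; values of inactives mirror those of a sister screen read the other way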
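Test system: SR-BI-overexpressing, LDLR-lacking CHO cells. Measured by: DiI fluorescence, bottom read. Medium: Ham's F12 with 0.5% BSA, HEPES 25 mM, pH 7.4. Timing: 3 h uptake period with compound, 37 °C.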
AddAB inh – less growth of phage-infected E. coli with AddAB; E. coli expressing H. pylori AddAB, absorbance growth; inhibition, % at 11.9 µM; hit rate 0.29% among 330,000; in the data active = inhibition above about 12%;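 note: 0% = vehicle wells of infected cells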
Active calls of the source: *; · = no result given.

SMILES	Ecoli viability	Tat transport	MITF act	CAL PDZ FP-1	Wnt bcat act	phage Ecoli inh	SR-BI DiI inh	CAL PDZ FP-2	SR-BI uptake up	AddAB inh
Cc1cc(C)nc(Nc2n[nH]c(-c3ccccc3Br)n2)n1	1.3	-6.2	·	-1.1	·	3.0	10.1	·	-10.1	-0.1
COc1ccc(S(=O)(=O)NC2CC3CCC2C3)cc1Cl (centres undefined)	1.3	-2.5	-2.0	0.0	-3.3	3.0	8.5	1.7	-8.5	1.1
O=C(CCCSc1nc2ccccc2[nH]1)N1CCN(c2ccccc2)CC1	0.1	-3.6	-1.3	-1.0	·	4.2	22.5	-2.0	-22.5	3.4
COc1ccccc1-n1c(CNC(=O)COc2ccccc2)n[nH]c1=S	-2.0	4.4	-9.1	-0.6	-5.0	0.8	-15.1	-1.8	15.1	2.3
CCOc1nc2ccccc2nc1NS(=O)(=O)c1ccccc1	0.0	3.4	2.3	-2.2	·	0.4	-18.8	-0.9	18.8	1.8
Cc1c(S(=O)(=O)N2CCC(C)CC2)c(=O)n(C)c(=O)n1C	3.2	-10.1	-0.8	0.1	-4.0	3.1	3.9	-5.8	-3.9	5.5
Cc1c(NC(=O)c2cc(-c3ccc(O)cc3)on2)c(=O)n(-c2ccccc2)n1C	-0.9	6.5	-6.8	-1.3	5.0	1.8	-23.1	34.9*	23.1	3.0
CC(C)c1ccc(/C=C/C(=O)NC(=S)NN2CCOCC2)cc1	·	8.7	2.0	-0.6	-3.8	0.1	16.5	-6.6	-16.5	·
Cc1cc(C(=O)OCC(=O)Nc2cc(C(F)(F)F)ccc2N2CCOCC2)c(C)o1	-0.4	9.8	-2.8	-3.4	·	-0.2	11.7	-4.9	-11.7	-2.0
CCN(CCCNC(=O)Cn1ncc2c([nH]c3ccccc32)c1=O)Cc1ccccc1	0.4	-3.0	-2.6	-3.2	-4.5	1.7	13.2	-0.6	-13.2	1.5
CCOC(=O)CCC(=O)N1CCOCCOCCN(C(=O)CCC(=O)OCC)CCOCC1	2.1	6.5	18.3	-1.6	-3.2	0.6	-17.7	-0.8	17.7	-0.2
Cc1ccn2c(Nc3ccccc3C)c(-c3cccnc3)nc2c1	0.0	2.6	-6.7	-3.2	1.6	0.3	·	-20.0	·	-1.5
CC(C)CCn1cnc2c(oc3nc4c(cc32)CCCC4)c1=O	2.1	-10.7	4.9	-2.9	4.0	-1.1	-9.8	-10.2	9.8	0.5
CNC(=S)N(CCCn1ccnc1)Cc1c(F)cccc1Cl	0.4	7.0	·	-2.4	-2.7	-0.2	·	-2.9	·	2.0
CCN1C/C(=C/c2ccc(N3CCOCC3)cc2)C(=O)/C(=C/c2ccc(N3CCOCC3)cc2)C1	-2.0	0.3	-92.4	-0.5	-3.8	2.5	27.7	0.5	-27.7	6.8
COc1ccc(S(=O)(=O)/C(C#N)=C/Nc2ccc(NC(C)=O)cc2)cc1	·	-5.4	1.8	-0.7	-3.4	2.0	·	-5.2	·	·
NNc1nccc(Nc2ccccc2C(=O)O)n1	-3.1	2.6	5.9	-0.9	-2.7	3.3	-11.5	-4.8	11.5	1.4
Cc1ccc(CC(=O)Nc2ccncc2)cc1	-0.5	6.4	-7.2	-3.0	0.6	4.4	-30.6	-2.4	30.6	2.8
CC[C@H](C)[C@H]1CNC(=S)N1CC1CCN(CC2CCC(C)CC2)CC1 (some centres undefined)	·	4.9	7.6	-1.0	-3.3	3.0	-25.9	0.1	25.9	·
Cc1csc(NC(=O)C(NS(=O)(=O)c2ccc(Br)s2)c2ccccc2)n1 (centres undefined)	3.9	4.2	12.7	0.2	·	2.4	13.3	-0.6	-13.3	4.0
N#Cc1cnn(-c2ccc(F)cc2)c1N	1.8	2.2	·	0.8	1.1	2.7	-30.6	-0.4	30.6	4.3
Nc1cccc(-c2nc3ccccc3s2)c1	1.2	7.6	2.1	-2.6	25.9	2.5	2.0	-2.5	-2.0	0.5
Cc1nn(C(C)C(=O)O)c2ccccc12 (centres undefined)	-2.7	-1.2	2.7	-3.1	·	0.3	-7.3	-9.7	7.3	-1.4
CC(=O)c1ccc(N(C)C)c2c(N(C)C)cccc12	-2.8	-20.0	·	0.8	-1.9	2.6	-2.7	1.9	2.7	-2.0
CCC(=O)N1CCc2cc(S(=O)(=O)NC(Cc3ccccc3)C(=O)NC3CCCCC3)ccc21 (centres undefined)	·	-9.5	12.5	-0.8	-1.5	2.9	15.4	-3.4	-15.4	·
SMILES	Ecoli viability	Tat transport	MITF act	CAL PDZ FP-1	Wnt bcat act	phage Ecoli inh	SR-BI DiI inh	CAL PDZ FP-2	SR-BI uptake up	AddAB inh
O=C1C(=O)N(CCN2CCOCC2)C(c2ccccn2)/C1=C(/O)c1ccc(F)cc1 (centres undefined)	-2.4	0.6	-2.9	-0.9	1.5	1.0	3.7	-1.0	-3.7	-1.0
NC1=NC(=O)/C(=C/c2ccc(Br)cc2)S1	-1.9	0.4	2.7	1.0	0.2	2.2	32.3	2.0	-32.3	-2.1
CC(=O)N[C@@H](CC(=O)O)C(=O)O	-0.1	9.8	6.2	1.1	0.5	3.8	6.4	0.1	-6.4	-0.8
CCCN1CCN(S(=O)(=O)c2c(C)[nH]c(C)c2C(=O)N2CCCCC2)CC1	-2.7	-0.3	3.1	-2.0	3.5	0.8	-11.8	1.4	11.8	2.0
CC(CN1CCCCC1)OC(=O)C(C)(c1ccccc1)c1ccccc1 (centres undefined)	-0.5	10.6	15.5	-0.8	-2.0	3.2	7.8	-13.2	-7.8	1.7
O=C(NC1CCCCC1NC(=O)c1cccs1)c1cccs1 (centres undefined)	-2.4	-0.7	·	-2.7	·	3.3	1.3	-0.3	-1.3	1.8
Cn1nnnc1SCC(=O)C(C)(C)C	-0.8	-1.2	-9.4	1.0	2.6	0.3	-9.6	-5.6	9.6	0.7
c1ccc2c(CN3CCCCC3)csc2c1	0.9	-2.8	-0.1	-0.2	·	5.4	-34.3	-0.4	34.3	4.8
O=C(Nc1ccc2oc(-c3ccccc3F)nc2c1)c1ncn[nH]1	-0.9	-6.8	3.1	-4.3	52.4*	2.7	-12.6	0.3	12.6	0.2
CCC1(CC)NC(=O)N(CC(=O)OCC(=O)Nc2cc(OC)ccc2OC)C1=O	-2.1	-8.0	-3.7	-1.0	-1.2	1.2	13.3	4.9	-13.3	-2.0
COc1ccc(C(=O)Nc2cc(OC)nc(OC)n2)cc1	-1.4	1.8	91.5*	-0.9	·	3.0	·	0.6	·	0.5
CCCN(CCC)S(=O)(=O)c1ccc(NC(=O)COc2ccccc2)cc1	0.2	-9.3	-14.4	-1.2	·	3.3	47.1	-0.8	-47.1	1.2
CCN(CC)S(=O)(=O)c1ccc(OC(C)C)c(NC(=O)C2=COCCO2)c1	-1.2	3.8	7.6	-1.1	-2.4	0.9	-7.7	3.9	7.7	-1.7
CC1CCC2(CC1)NC(=O)N(NC(=O)c1cc3ccccc3o1)C2=O (centres undefined)	-0.2	-6.3	0.8	-1.0	1.2	-0.2	-2.0	-3.2	2.0	3.4
COc1ccc(C(=O)Nn2c(C)nc3ccccc3c2=O)cc1[N+](=O)[O-]	0.4	-3.2	-13.9	-0.3	-0.8	-0.7	15.6	-4.7	-15.6	-1.6
O=C(CCCOc1ccccc1)Nc1cccc(S(=O)(=O)N2CCCCC2)c1	1.2	10.7	5.1	-1.6	-1.4	2.5	2.3	-14.2	-2.3	2.9
COc1cc(/C=N/NC(=O)c2cc(C)oc2C)ccc1OCc1ccccc1	0.0	-3.5	29.6	-0.8	-1.4	-0.6	78.7*	-3.0	-78.7	1.3
O=c1oc2ccccc2c(O)c1C=NCc1ccccn1	3.5	1.8	-16.1	-2.4	-1.4	1.6	-15.1	-5.5	15.1	1.3
S=C(NCCc1ccccc1)N1CCCCC1	-1.3	3.7	32.9	-1.2	·	4.3	-30.9	0.4	30.9	4.7
Cc1ccc(N(Cc2cc3ccccc3[nH]c2=O)C(=O)c2cccs2)cc1	0.3	6.2	14.3	-2.9	-2.8	2.2	22.4	-3.2	-22.4	2.6
Cc1ccc(C(=O)OCC(=O)N(Cc2ccccc2)C(C)C)cc1C	-1.0	-3.6	7.0	-0.6	-2.8	0.9	-0.6	13.6	0.6	-2.5
COc1ccc2c(c1)cc(C(=O)N[C@H](C(=O)N1CCC[C@H]1C(=O)O)C(C)C)n2C	-1.3	10.7	5.0	0.5	-0.5	-0.9	-5.3	0.5	5.3	4.0

MITF act, hit marks shown above
Structure,Tat transport,MITF act,CAL PDZ FP-1,Wnt bcat act,phage Ecoli inh,SR-BI DiI inh,CAL PDZ FP-2,SR-BI uptake up,AddAB inh
COc1ccc(C(=O)Nc2cc(OC)nc(OC)n2)cc1,1.8,91.5*,-0.9,·,3.0,·,0.6,·,0.5

Just Wnt bcat act and Tat transport, for some of the entries so far:
SMILES	Wnt bcat act	Tat transport
COc1ccc(C(=O)Nc2cc(OC)nc(OC)n2)cc1	·	1.8
CCCN(CCC)S(=O)(=O)c1ccc(NC(=O)COc2ccccc2)cc1	·	-9.3
CCN(CC)S(=O)(=O)c1ccc(OC(C)C)c(NC(=O)C2=COCCO2)c1	-2.4	3.8
CC1CCC2(CC1)NC(=O)N(NC(=O)c1cc3ccccc3o1)C2=O (centres undefined)	1.2	-6.3
COc1ccc(C(=O)Nn2c(C)nc3ccccc3c2=O)cc1[N+](=O)[O-]	-0.8	-3.2
O=C(CCCOc1ccccc1)Nc1cccc(S(=O)(=O)N2CCCCC2)c1	-1.4	10.7
COc1cc(/C=N/NC(=O)c2cc(C)oc2C)ccc1OCc1ccccc1	-1.4	-3.5

By substructure: the entries above containing a COOH group
SMILES	Ecoli viability	Tat transport	MITF act	CAL PDZ FP-1	Wnt bcat act	phage Ecoli inh	SR-BI DiI inh	CAL PDZ FP-2	SR-BI uptake up	AddAB inh
NNc1nccc(Nc2ccccc2C(=O)O)n1	-3.1	2.6	5.9	-0.9	-2.7	3.3	-11.5	-4.8	11.5	1.4
Cc1nn(C(C)C(=O)O)c2ccccc12 (centres undefined)	-2.7	-1.2	2.7	-3.1	·	0.3	-7.3	-9.7	7.3	-1.4
CC(=O)N[C@@H](CC(=O)O)C(=O)O	-0.1	9.8	6.2	1.1	0.5	3.8	6.4	0.1	-6.4	-0.8
COc1ccc2c(c1)cc(C(=O)N[C@H](C(=O)N1CCC[C@H]1C(=O)O)C(C)C)n2C	-1.3	10.7	5.0	0.5	-0.5	-0.9	-5.3	0.5	5.3	4.0

From PubChem BioAssay
